Rad51 HR inh – blocks human Rad51 in homologous recombination; hRad51 DNA strand exchange, fluorescence dequenching; inhibition, % at 10 µM; 200,000 compounds, 0.085% hits; AID 1385;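 active = inhibition above 40% at the single screening dose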;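 also: 0% = DMSO control wells and 100% = blanks with heterologous ssDNA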
Target sequence (Q06609 whole entry, looked up): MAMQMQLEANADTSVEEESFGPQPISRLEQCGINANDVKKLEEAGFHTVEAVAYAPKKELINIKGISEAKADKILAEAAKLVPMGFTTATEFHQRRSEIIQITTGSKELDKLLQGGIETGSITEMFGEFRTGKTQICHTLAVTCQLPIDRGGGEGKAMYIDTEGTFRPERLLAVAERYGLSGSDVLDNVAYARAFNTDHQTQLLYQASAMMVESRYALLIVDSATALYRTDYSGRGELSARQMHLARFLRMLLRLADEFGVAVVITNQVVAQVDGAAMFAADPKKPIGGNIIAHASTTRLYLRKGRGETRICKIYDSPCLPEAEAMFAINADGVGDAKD
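Assay system: Human Rad51 nucleoprotein filaments preassembled on unlabelled ssDNA | Reagent: Donor/quencher-labelled 47-bp dsDNA substrate | Doses: One concentration, 10 µM final | Times: 37 °C 15-min filament assembly, 30-min compound preincubation, 15-min exchange | Technique: Fluorescein emission 520 nm, excitation 485 nm | Benchmarks: Plate control and blank wells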
KLK5 inh – kallikrein 5 (human) inhibition. Q9Y337. AID 873. inhibition, % at 5 µM. 210,000 compounds, 0.59% hits. recombinant hK5, fluorogenic AMC substrate cleavage;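 active = inhibition of 40% or more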;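 also: 0% = enzyme controls without compound and 100% = no-enzyme blanks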
FXIIa inh 1536 – inhibitors of human coagulation factor XIIa. P00748. purified FXIIa, Boc-QGR-AMC fluorogenic substrate, 2 h. inhibition, % at 5 µM. 220,000 compounds, 0.3% hits; in the data active = inhibition above about 40%;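 also: 0% = enzyme with no compound and 100% = blank without enzyme; many of its hits are not listed in these tables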
Target sequence (P00748 20-372 limits assumed): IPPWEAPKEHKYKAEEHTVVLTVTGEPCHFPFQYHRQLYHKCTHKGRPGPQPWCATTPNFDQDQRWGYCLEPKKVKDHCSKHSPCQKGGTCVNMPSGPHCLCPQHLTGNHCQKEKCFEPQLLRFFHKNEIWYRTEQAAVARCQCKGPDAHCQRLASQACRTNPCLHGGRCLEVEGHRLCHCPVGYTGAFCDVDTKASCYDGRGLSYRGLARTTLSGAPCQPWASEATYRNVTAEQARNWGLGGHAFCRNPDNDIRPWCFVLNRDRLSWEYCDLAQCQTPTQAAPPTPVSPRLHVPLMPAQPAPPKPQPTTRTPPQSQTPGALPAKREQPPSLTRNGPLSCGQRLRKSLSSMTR
Target sequence (P00748 373-615 limits assumed): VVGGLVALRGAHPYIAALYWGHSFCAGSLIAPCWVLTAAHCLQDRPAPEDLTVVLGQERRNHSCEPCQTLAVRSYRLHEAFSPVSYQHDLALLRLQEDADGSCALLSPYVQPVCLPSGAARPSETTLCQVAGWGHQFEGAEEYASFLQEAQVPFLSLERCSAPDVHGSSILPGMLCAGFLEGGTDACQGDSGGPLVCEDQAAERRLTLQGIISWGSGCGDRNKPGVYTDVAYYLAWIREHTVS
Wee1 degr inh – human Wee1 degradation inhibition, primary screen; P30291; HeLa Luc-Wee1K328M stability, luciferase luminescence; 100% = proteasome inhibitor MG132 effect; reporter increase, % at 5 µM; 220,000 compounds, 1.2% hits; AID 1321;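 active = activation above the mean of all tested compounds plus 3 SD, set per screening run, cut at about 8.8% in these data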;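 also: cells exposed to compound for 20 h before luminescence read; 0% = DMSO alone and 100% = MG132 at 30 µM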
eIF4E 4G PPI – inhibitors of eIF4E and eIF4G interaction in translation initiation. P63073+Q04637. TR-FRET eIF4E-eIF4GI(517-606) binding, 2 h. inhibition, % at 21.7 µM. 220,000 compounds, 0.37% hits. AID 782;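 active = inhibition above about 30%, limit read from the data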;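 also: 0% = full FRET control wells and 100% = background wells lacking eIF4GI fragment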
MDM2 E3 inh – blocks human Mdm2 ubiquitin ligase activity; Q00987; AID 1230; 210,000 compounds, 0.11% hits; signal enhancement, % at 5 µM; cell-based MDM2 ubiquitination luciferase reporter, 2 h; 0 = plate control, 100 = twice control, blank-subtracted;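 active = signal enhancement of 30% or more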;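 also: luminescence tracks abundance of the self-degrading MDM2-luciferase fusion protein; higher signal means inhibition of MDM2 E3 ligase activity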
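Assay system: mammalian cells stably expressing self-ubiquitinating, self-degrading MDM2 E3–luciferase fusion. Quantity: 2000 cells in each well. Medium: DMEM culture medium. Compound dosing: single-point 5 µM. Timing: cell settling 4 h, compound treatment 2 h, both 37 °C. Technique: luciferase luminescence. Read-out basis: percent signal gain over controls, blank-subtracted. Benchmarks: plate controls and plate blanks.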
14-3-3 Bad inh – disrupts binding of bovine 14-3-3 zeta to phospho-Bad peptide | TR-FRET 14-3-3zeta/Dy647-pBad peptide displacement, 1 h | 220,000 compounds, 0.71% hits | P63103 | inhibition, % at 21.7 µM;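 active = inhibition above about 70%, limit read from the data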;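 also: 0% = full 14-3-3 plus peptide FRET controls and 100% = background without 14-3-3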
p97 ATPase inh – blocks human p97 ATPase activity. inhibition, % at 8 µM. recombinant p97 ATPase, Kinase-Glo ATP luminescence, 3 h. P55072. 220,000 compounds, 0.42% hits; in the data active = inhibition above about 15%;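 also: 0% = DMSO vehicle and 100% = wells lacking enzyme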
FXIa inh 1536 – factor XIa (human) inhibition | P03951 | purified FXIa, Boc-Glu-Ala-Arg-AMC fluorogenic substrate | inhibition, % at 5 µM | 220,000 compounds, 0.14% hits | AID 798;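 active = inhibition of at least 40%; inactive = inhibition below 40%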;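 also: fluorescence of freed AMC excited at 355 nm; 0% = enzyme without compound and 100% = no enzyme blank; many of its hits are not listed in these tables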
The depositor's hits bear a star; . = no result given; [ ] = remark or other dose.

SMILES | Rad51 HR inh | KLK5 inh | FXIIa inh 1536 | Wee1 degr inh | eIF4E 4G PPI | MDM2 E3 inh | 14-3-3 Bad inh | p97 ATPase inh | FXIa inh 1536
COc1ccc(C(=O)Nc2ncc3c(n2)CC(c2ccco2)CC3=O)cc1 (configuration not stated) | -2 | 7 | -11 | 2 | -1[fluorescence artefact?] | -11 | -11 | 5 | -10
O=C(Nc1ccc(Cl)c(Cl)c1)Nc1ccccc1C(=O)O | 17 | -9 | 12 | -3 | 2 | -56 | -4 | 4 | 1
CCc1ccc(CN(C)CC(=O)Nc2sccc2C#N)cc1 | . | -12 | 26 | 0 | 1 | -24 | 9 | 4 | 21
NC(=O)c1ccccc1NC(=O)/C=C/c1ccccc1 | -1 | -2 | 11 | 5 | -1 | -15 | 0 | 0 | 7
CC(C)(C)NC(=O)Nc1ccc(Cn2cc(C(F)(F)F)ccc2=O)cc1 | 18 | -6 | 8 | -2 | -1 | -1 | -7 | 2 | -2
CC(C)c1ccc2oc(-c3ccc(NC(=O)c4ncn[nH]4)cc3)nc2c1 | -7 | -142 | 11 | 1 | -10 | -22 | -3 | -2 | 0
COC(=O)c1ccc(CSc2nnc(Nc3ccccc3OC)s2)o1 | 1 | 14 | 0 | 0 | -1 | 3 | -8 | -6 | -15
CCOC(=O)N1CCN(CC(O)COc2ccccc2C(C)CC)CC1 (configuration not stated) | -5 | -29 | 17 | 0 | 5 | -2 | 16 | 3 | 21
COc1ccc(N(C)C(=S)Nc2ccc3nc(C)c(C)nc3c2)cc1 | -2 | -7 | 6 | -4 | -1 | -6 | -9 | 6 | 9
CN(C)S(=O)(=O)c1ccc(C(=O)NC(=O)CSc2ccccc2)cc1 | . | -23 | 4 | 3 | -2 | . | -3 | 2 | 0
S=c1[nH]nc(-c2cccs2)n1/N=C/c1cn(-c2ccccc2)nc1-c1ccc(Cl)cc1 | -4 | 4 | 12 | 0 | 2 | -7 | 45 | -1 | 5
CC(C)(C)c1ccc(CS(=O)CC(O)CO)cc1 (configuration not stated) | . | -2 | 13 | 0 | 0 | 8 | 3 | 1 | 6
CCc1cc(C(c2ccc(OC)c(OC)c2)N2CCOCC2)c(NC(=O)c2ccccc2)s1 (configuration not stated) | 13 | 4 | 3 | -2 | 15 | -3 | 6 | 1 | 2
COc1ccc(/C=N/n2cnc3c([nH]c4ccc(Br)cc43)c2=O)cc1CN1CCOCC1 | 2 | -8 | 15 | 3 | 41*[fluorescence artefact?] | 10 | 14 | 5 | 3
O=C(Cc1ccccc1F)OCC(=O)N1CCN(C(=O)c2ccco2)CC1 | -4 | 1 | 13 | 3 | 2 | -1 | 0 | 3 | -5
Nc1ccc2nc(CCCCCCc3nc4ccc(N)cc4[nH]3)[nH]c2c1 | -3 | -23 | 7 | -3 | 7 | -6 | 6 | 8 | -4
COc1cc(C(=O)OCC(=O)Nc2ccc(SC(F)F)cc2)cc(OC)c1OC | . | -10 | 25 | -4 | -3 | -18 | -3 | 2 | 20
COc1ccc(CNC(=O)COC(=O)Cc2ccsc2)cc1 | 7 | 4 | 3 | 1 | 2 | -4 | -17 | 5 | -4
CC(C)Sc1nnc(CNC(=O)C23CC4CC(CC(C4)C2)C3)n1C1CCCCC1 | 1 | 2 | 12 | 2 | -1 | -10 | -7[fluorescence artefact?] | 6 | 7
COc1ccc(N2CCN(C(=O)CN(c3cccc(Br)c3)S(C)(=O)=O)CC2)cc1 | 6 | -3 | 16 | -4 | 8 | 21 | 18 | 4 | 3

In the list so far, these have a Cl atom:
SMILES | Rad51 HR inh | KLK5 inh | FXIIa inh 1536 | Wee1 degr inh | eIF4E 4G PPI | MDM2 E3 inh | 14-3-3 Bad inh | p97 ATPase inh | FXIa inh 1536
O=C(Nc1ccc(Cl)c(Cl)c1)Nc1ccccc1C(=O)O | 17 | -9 | 12 | -3 | 2 | -56 | -4 | 4 | 1
S=c1[nH]nc(-c2cccs2)n1/N=C/c1cn(-c2ccccc2)nc1-c1ccc(Cl)cc1 | -4 | 4 | 12 | 0 | 2 | -7 | 45 | -1 | 5

Continued.
SMILES | Rad51 HR inh | KLK5 inh | FXIIa inh 1536 | Wee1 degr inh | eIF4E 4G PPI | MDM2 E3 inh | 14-3-3 Bad inh | p97 ATPase inh | FXIa inh 1536
N#Cc1cc(N)ccc1Sc1ccccc1 | -8 | -15 | 5 | 0 | -1 | -12 | -8 | 2 | 0
Cc1ccc(S(=O)(=O)NCCc2nnc3ccc(SCc4cccnc4)nn23)cc1 | -1 | 15 | 7 | -2 | 0 | 5 | -9 | 3 | -3
CCCCN1C(=O)NC(NC(=O)C2CC2)(C(F)(F)F)C1=O (configuration not stated) | 22 | -2 | 8 | 5 | 2 | 6 | -11 | 3 | -1
CCCc1ccc(S(=O)(=O)NCCc2ccncc2)cc1 | -8 | -15 | 10 | -3 | -3 | -9 | -10 | 3 | 3
Oc1cccc2cc3cccc(O)c3c(O)c12 | 11 | 12 | 1 | -1 | 6 | 0 | -13 | 15* | 1
CCn1c(CCC(=O)Nc2cc(F)ccc2C)nc2cc(S(=O)(=O)N(C)C)ccc21 | -5 | 16 | 12 | 1 | -5 | 9 | 4 | -1 | 1
CCOC(=O)C(=CNc1cc(C)ccc1-n1cccc1)C(=O)OCC | -17 | 2 | 8 | 0 | 2 | -5 | 5 | -2 | 4
CCCc1cc(C(F)(F)F)c(C#N)c(=O)[nH]1 | 3 | -1 | 1 | -3 | 0 | 2 | 12 | 2 | 0
Cc1cc(C(=O)Cn2nc(C(=O)O)c3ccccc3c2=O)c(C)n1C1CC1 | 4 | -13 | 2 | -1 | 0 | 1 | -1 | 9 | -2
Fc1ccc(CSc2nncn2NC/C=C/c2ccccc2)cc1 | 2 | -14 | 4 | -1 | -2 | -13 | -7 | 0 | -9
Cn1cccc1CNC(=S)Nc1ccccc1Cl | . | . | 13 | 4 | 4 | . | -2 | 4 | 3
Cc1ccc(S(=O)(=O)Nc2ccc3c(c2)CCC3)cc1C | 3 | -4 | 0 | -1 | 9 | -15 | -3 | -9 | 0
COc1ccc(/C=N/NC(=O)c2cccc(OC(F)(F)C(F)F)c2)cc1O | 0 | -8 | 3 | 0 | 9 | 5 | 7 | 0 | 9
O=[N+]([O-])c1cc(Cl)cc(/C=N/NC(=S)Nc2ccc(S(=O)(=O)N3CCOCC3)cc2)c1O | 9 | -16 | 14 | 1 | 1 | -16 | 38 | 2 | 6
O=C(O)/C=C/C(=O)Nc1ccc(-n2ccc(C(F)(F)F)n2)cc1 | 8 | 6 | 14 | 2 | 6 | -16 | 2 | 6 | 12
Cc1cccc(Nc2ccc(C(=O)N3CCOCC3)cn2)c1 | . | 16 | 7 | 0 | 3 | 2 | -6 | 2 | 1
N#CCCN1CCn2c1nc1ccccc12 | -1 | 5 | 21 | 4 | 9 | 10 | 6 | 1 | -15
COc1cc(NS(=O)(=O)c2ccc(NC(C)=O)cc2)nc(OC)n1 | 4 | -26 | 7 | -2 | -1[fluorescence artefact?] | -5 | 12[fluorescence artefact?] | -5 | 1
C=C(C)CC1Nc2ccccc2NC1CC(=C)C (configuration not stated) | -6 | -2 | 9 | 1 | -1 | 0 | 4 | -5 | -2
O=C(CSc1ccc2nnc(-c3cccnc3)n2n1)NCc1ccc2c(c1)OCO2 | 3 | -4 | 18 | 3 | 0 | -23 | 12[fluorescence artefact?] | 8 | 8

In the list so far, three contain a COOH group:
SMILES | Rad51 HR inh | KLK5 inh | FXIIa inh 1536 | Wee1 degr inh | eIF4E 4G PPI | MDM2 E3 inh | 14-3-3 Bad inh | p97 ATPase inh | FXIa inh 1536
O=C(Nc1ccc(Cl)c(Cl)c1)Nc1ccccc1C(=O)O | 17 | -9 | 12 | -3 | 2 | -56 | -4 | 4 | 1
Cc1cc(C(=O)Cn2nc(C(=O)O)c3ccccc3c2=O)c(C)n1C1CC1 | 4 | -13 | 2 | -1 | 0 | 1 | -1 | 9 | -2
O=C(O)/C=C/C(=O)Nc1ccc(-n2ccc(C(F)(F)F)n2)cc1 | 8 | 6 | 14 | 2 | 6 | -16 | 2 | 6 | 12

Returning to the listing, repeating the 4 entries before the break.
SMILES | Rad51 HR inh | KLK5 inh | FXIIa inh 1536 | Wee1 degr inh | eIF4E 4G PPI | MDM2 E3 inh | 14-3-3 Bad inh | p97 ATPase inh | FXIa inh 1536
N#CCCN1CCn2c1nc1ccccc12 | -1 | 5 | 21 | 4 | 9 | 10 | 6 | 1 | -15
COc1cc(NS(=O)(=O)c2ccc(NC(C)=O)cc2)nc(OC)n1 | 4 | -26 | 7 | -2 | -1[fluorescence artefact?] | -5 | 12[fluorescence artefact?] | -5 | 1
C=C(C)CC1Nc2ccccc2NC1CC(=C)C (configuration not stated) | -6 | -2 | 9 | 1 | -1 | 0 | 4 | -5 | -2
O=C(CSc1ccc2nnc(-c3cccnc3)n2n1)NCc1ccc2c(c1)OCO2 | 3 | -4 | 18 | 3 | 0 | -23 | 12[fluorescence artefact?] | 8 | 8
CCCNC(=O)c1ccc2c(=O)c(O)c(-c3ccsc3)[nH]c2c1 | 3 | 2 | 7 | . | -8 | 16 | -5 | . | 0
O=[N+]([O-])c1cc(S(=O)(=O)C(F)(F)F)ccc1Sc1nc2ccccc2s1 | -5 | -16 | -3 | 0 | 0 | -6 | 11 | 5 | 1
CS(=O)(=O)c1nc(-c2ccco2)cc(C(F)(F)F)n1 | 3 | -8 | 6 | -1 | 0 | -14 | -8 | -2 | -2
COc1ccc(Cl)cc1NC(=O)CNCC(c1ccccc1)N(C)C (configuration not stated) | -6 | -2 | 7 | -3 | -3 | -6 | 8 | 1 | 7
N#CC1=C2SCN(c3ccccc3)CN2C(=O)CC1c1ccccc1Cl (configuration not stated) | 3 | -6 | 13 | -3 | -5[fluorescence artefact?] | -12 | 1 | -9 | 6
CC(C)OC(=O)c1cc2ccccc2[nH]1 | 6 | -9 | 7 | 4 | 0[fluorescence artefact?] | . | -2 | -2 | -3
CCc1cc(C(c2cccc(OC)c2)N2CCOCC2)c(NC(=O)c2ccccc2)s1 (configuration not stated) | -2 | 20 | 2 | 2 | -1 | -1 | 0 | 4 | -7
COC(=O)c1ccc(NC(=O)CCc2c(C)nc3ncnn3c2C)cc1 | -4 | 6 | 14 | -2 | 0 | -8 | -6 | 4 | 3
Cc1nnc(NC(=O)CSc2nnc(Cc3cccn3C)n2-c2cccc(C(F)(F)F)c2)s1 | 6 | -5 | 12 | 3 | 2[fluorescence artefact?] | -16 | 4[fluorescence artefact?] | 1 | 4
Cc1cnn(CCC(=O)NNC(=S)Nc2cccc(Cl)c2)c1 | 1 | -213 | 18 | -1 | 6 | 5 | -14 | 1 | 4
CC(=O)c1cccc(Nc2cc(C)nc3ccccc23)c1 | . | 4 | 14 | 6 | 2 | . | -8 | 6 | 4
O=C(COC(=O)c1cc[n+]([O-])cc1)Nc1ccccc1Cl | -8 | 0 | 6 | 2 | -2 | -5 | -7 | 9 | -4
